SKKanGAS inh: SKKanGAS growth inhibition; inhibition, % at 7.5 µM; S. pyogenes SKKanGAS, kanamycin growth, BacTiter-Glo, 6 h; hit rate 1.3% among 300,000;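 active means mean replicate score, as percent of positive control median, at least 50; inconclusive means mean below 50 but one replicate at or above 50; inactive means mean and every replicate below 50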;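 further: strain carries kanamycin resistance gene driven by streptokinase promoter and grows in 40 µg/ml kanamycin; loss of luminescence reflects streptokinase promoter inhibition or plain growth inhibition; 0% = median of DMSO wells and 100% = positive control at its reference dose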
TRPC6 activator: activates the mouse TRPC6 cation channel; Q61143; HEK293-TRPC6 membrane potential dye fluorescence; active compounds read high; B-score at 10 µM; hit rate 0.13% among 310,000;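 active means B-score of the integrated fluorescence ratio above library mean plus 3 SD, and starting fluorescence ratio within library mean plus 5 SD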;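 further: higher score means more depolarization so channel activation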
TMEM16A act: activators or potentiators of mouse TMEM16A chloride channel | Q8BHY3 | HEK293 TMEM16A/YFP-H148Q/I152L, iodide quench fluorescence; active compounds read low | B-score at 10 µM | hit rate 0.3% among 340,000;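 active means fluorescence-ratio B-score plate-corrected deviation score at least 3 library SD below zero, with starting fluorescence score within 5 deviations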;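 further: channel opened by trigger with iodide after compound preincubation; score built on the fluorescence ratio of max minus min over baseline; more negative score means more quench and so TMEM16A activation or potentiation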
RGS4 act: potentiators or activators of RGS4; HEK293 M3R/inducible RGS4, carbachol calcium flux Fluo4; active compounds read low; B-score at 10 µM; hit rate 0.92% among 310,000; AID 463111;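 active means B-score of the integrated calcium signal more than 4 SD below the library mean, with starting fluorescence not abnormally high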;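 further: negative B-score means reduced calcium response which marks RGS4 activation or potentiation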
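test system = HEK293 cells with stable M3R and inducible RGS4 | schedule = recording 10 s baseline at 1 Hz, 100 s post-agonist | technique = Fluo4-AM (2 µM) calcium-flux fluorescence, kinetic read | measure = Agonist-evoked peak-minus-minimum fluorescence over baseline, integrated ratio, B score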
MrgX1 PAM: human MrgX1 positive allosteric modulation, primary screen | MrgX1-HEK293, Fluo-4 calcium flux, FDSS; active compounds read high | hit rate 0.63% among 310,000 | B-score at 10 µM | Q96LB2;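 active means plate-corrected calcium response at least 3 library SD above typical, normal starting fluorescence, not activating the receptor alone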;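 further: compound read alongside a low EC10 to EC30 dose of BAM8-22 agonist; peak minus trough fluorescence over baseline measured at the second addition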
Target sequence (Q96LB2 whole entry, looked up): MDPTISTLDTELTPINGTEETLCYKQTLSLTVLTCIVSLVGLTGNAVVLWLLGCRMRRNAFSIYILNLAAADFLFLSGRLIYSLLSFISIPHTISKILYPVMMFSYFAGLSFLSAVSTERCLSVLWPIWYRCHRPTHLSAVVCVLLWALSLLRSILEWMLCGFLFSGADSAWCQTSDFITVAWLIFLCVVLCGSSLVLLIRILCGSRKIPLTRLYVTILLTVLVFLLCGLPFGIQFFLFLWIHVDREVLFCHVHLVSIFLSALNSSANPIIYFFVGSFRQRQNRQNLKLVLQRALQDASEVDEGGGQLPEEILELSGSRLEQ
TRPC6 inhibitor: inhibitors of mouse TRPC6 channel; Q61143; HEK293-TRPC6, membrane potential dye, ACh-evoked depolarization; active compounds read low; B-score at 10 µM; hit rate 1.1% among 310,000; AID 2553;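 active means B-score under library mean minus 3 SD, initial fluorescence not abnormally high, positive integrated signal ratio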;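 further: B-score derived from integrated fluorescence ratio over the kinetic read; more negative B-score means stronger inhibition of depolarization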
MrgX1 antagonist: human MrgX1 receptor antagonism, primary screen. hit rate 1.3% among 310,000. MRGX1-HEK293 calcium flux, Fluo-4, BAM8-22 antagonism; active compounds read low. B-score at 10 µM. AID 588676. Q96LB2;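 active means calcium-response B-score plate-corrected more than 3 library SD below zero, starting fluorescence within 5 deviations, no agonist response on first addition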;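 further: peak minus trough fluorescence over baseline after final BAM8-22 challenge near maximal dose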
HDAC3 inh: inhibitors of human histone deacetylase 3 | O15379 | recombinant HDAC3, fluorogenic peptide/trypsin coupled, fluorescence | inhibition, % at 8.3 µM | hit rate 0.15% among 320,000 | AID 2718; in the data active means inhibition above about 26%, passing the limit was not always enough; inconclusive means no clear call, values can overlap the other calls
Target sequence (O15379 whole entry, looked up): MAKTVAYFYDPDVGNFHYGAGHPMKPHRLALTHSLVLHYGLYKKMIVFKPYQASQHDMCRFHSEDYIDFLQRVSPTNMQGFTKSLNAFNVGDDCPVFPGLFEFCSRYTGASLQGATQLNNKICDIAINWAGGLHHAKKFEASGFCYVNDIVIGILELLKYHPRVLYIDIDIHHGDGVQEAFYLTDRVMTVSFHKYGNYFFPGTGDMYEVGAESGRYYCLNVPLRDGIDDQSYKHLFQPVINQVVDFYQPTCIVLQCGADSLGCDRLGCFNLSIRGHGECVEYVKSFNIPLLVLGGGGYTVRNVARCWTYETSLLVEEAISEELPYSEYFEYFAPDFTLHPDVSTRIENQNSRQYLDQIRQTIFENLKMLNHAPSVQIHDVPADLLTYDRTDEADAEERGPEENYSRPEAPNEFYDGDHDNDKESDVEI
RGS4 inh: inhibitors of human RGS4; HEK293 M3R/RGS4 inducible, Fluo-4 calcium flux; active compounds read high; triggered by carbachol at its EC20; B-score at 10 µM; hit rate 0.45% among 310,000;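 active means B-score, a plate-corrected calcium signal, over three deviations above library mean, with baseline fluorescence within five deviations of library mean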;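 further: RGS4 expression induced by doxycycline in cells with stable M3 receptor; B-score is computed from the integrated fluorescence ratio over baseline after carbachol; higher B-score means a larger calcium signal and so more RGS4 inhibition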
Target sequence (P49798 whole entry, looked up): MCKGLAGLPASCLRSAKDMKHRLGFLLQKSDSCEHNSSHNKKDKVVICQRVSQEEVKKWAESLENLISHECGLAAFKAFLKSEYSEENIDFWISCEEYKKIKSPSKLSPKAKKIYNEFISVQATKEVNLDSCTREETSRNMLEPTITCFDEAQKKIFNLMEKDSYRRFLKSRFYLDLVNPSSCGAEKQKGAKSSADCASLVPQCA
ANO1 block: inhibitors of mouse TMEM16A calcium-activated chloride channel; HEK293 TMEM16A/YFP iodide influx fluorescence, ionomycin; AID 588511; hit rate 1.2% among 310,000; normalized B-score (activity score, 25-100; higher = stronger inhibition) at 10 µM;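 active means ratio plate-corrected score three or more library SD toward inhibition, starting fluorescence score within five deviations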;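 further: score derived from kinetic fluorescence span divided by baseline fluorescence per well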
MrgX1 ag: agonists of human MrgX1 receptor. B-score at 10 µM. MrgX1-HEK293 cells, Fluo-4 calcium fluorescence, agonist mode; active compounds read high. Q96LB2. AID 588627. hit rate 0.44% among 310,000;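 active means calcium response B-score plate-corrected fluorescence ratio at least 3 library SD, with starting fluorescence B-score inside 5 SD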
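Material: MrgX1-expressing HEK293 cells / Dosing: compound as first of three additions / Incubation: overnight seeding, then 1 h dark dye loading / Signal: Fluo-4 NW calcium fluorescence / Evaluation: B-scored fluorescence response ratio / Benchmarks: positive and negative control wells on each plate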
* marks the source's active call; other numbers are inactive results; i = inactive; ? = inconclusive; · = no result given. Some of the compounds tested (hit frequency here may not be typical).

SMILES	SKKanGAS inh	TRPC6 activator	TMEM16A act	RGS4 act	MrgX1 PAM	TRPC6 inhibitor	MrgX1 antagonist	HDAC3 inh	RGS4 inh	ANO1 block	MrgX1 ag
O=C1NC(=O)N(Cc2ccco2)C(=O)/C1=C/c1ccc(-c2cccc([N+](=O)[O-])c2)o1	·	i	i	i	i	i	i	15	i	i	i
Cc1cccc(-c2nc3ccccc3c(=O)n2-n2cccc2)c1	-4	i	i	i	i	i	i	2	i	i	i
Cc1ccc(-c2nc3ccc(C)cn3c2CC(=O)N(C)C)cc1	-4	i	i	i	i	i	i	-26	i	i	i
COc1c(C=C2C(=O)NC(=O)NC2=O)c(CCN(C)C(=O)c2ccccc2)cc2c1OCO2	0	i	i	i	i	i	i	9	i	i	i
CCC(NC(=O)OC(C)(C)C)C(=O)Oc1cc(C)cc2oc(=O)c3c(c12)CCC3 (centres undefined)	4	i	i	i	i	i	i	20	i	i	i
N#Cc1ccc(NC(=O)CN2CCCC2)cc1Cl	0	i	i	i	i	i	i	-6	i	i	i
CC(=NCCc1ccccc1)c1c(O)[nH]c(=O)[nH]c1=O	-1	i	i	i	i	i	i	8	i	i	i
CC(C)(C)c1ccc(S(=O)(=O)N2CC3CC(C2)c2cccc(=O)n2C3)cc1 (centres undefined)	0	i	i	i	i	i	i	1	i	i	i
CC[C@H]1CC2CN3CCc4c([nH]c5ccccc45)C(C(=O)OC)(C2)C13 (some centres undefined)	-1	i	·	i	13*	i	i	6	i	i	i
CCOC(=O)c1c(C)n(CC(O)CN2CCOCC2)c2cc(Br)c(OC)cc12 (centres undefined)	-4	i	i	i	i	i	i	1	i	i	i
CCN(CC)c1ccc(N=Cc2c(O)n(-c3ccccc3C)c(=O)[nH]c2=O)cc1	2	i	i	i	i	i	i	1	i	i	i
CC(=O)OC1C2CCC1C(N1CCCC1)CC2 (centres undefined)	0	i	i	i	i	i	i	-2	i	i	i
O=C(Nc1cccc(C(F)(F)F)c1)OC1CN2CCC1CC2 (centres undefined)	1	i	i	i	i	-6.5*	i	-3	i	i	i
CCC(C)N1C(=O)/C(=C\c2ccc(N3CCCCCC3)cc2)C(=O)NC1=S (centres undefined)	-4	i	i	i	i	i	i	2	i	i	i
CC1C(c2cccs2)=[N+]([O-])C(C)(C(=O)c2ccc(Cl)cc2)N1O (centres undefined)	9	i	i	i	i	i	i	3	i	i	i
CN(C)CC1Oc2ccccc2OC1(O)c1ccccc1 (centres undefined)	3	i	i	i	·	i	·	·	i	·	·
Cc1cc(OC(=O)c2ccco2)c2c3c(c(=O)oc2c1)CCC3	-10	i	i	i	i	i	i	-1	i	i	i
COc1cc(NC(=O)CN2C3CCC2CC(O)(c2cccnc2)C3)cc(OC)c1 (centres undefined)	-1	i	i	i	i	i	i	9	i	i	i
O=c1[nH]c(O)c(C=Nc2ccccc2[N+](=O)[O-])c(=O)[nH]1	6	i	·	i	i	i	i	9	i	i	i
CCOc1ccc(CC2C(=O)NC(=O)N(c3ccc(CC)cc3)C2=O)cc1 (centres undefined)	0	i	i	i	i	i	i	2	i	i	i
COc1ccc(-n2c(C)nc3cc(C(=O)N4CCC5(CC4)OCCO5)ccc32)cc1	-5	i	i	i	i	i	i	-2	i	i	i
O=C(CCN1CCCCC1)NCC(=O)Nc1ccc(Br)cc1C(=O)c1ccccc1	-7	i	i	i	i	i	-5.6*	-3	i	i	i
Cc1cc(C=C2C(=O)N(C)C(=S)N(C)C2=O)c(C)n1-c1ccncc1	9	i	i	i	i	i	i	6	i	i	i
O=C(Cn1cnc2ccccc2c1=O)NCC(=O)N1CCC2(CC1)OCCO2	-2	i	i	i	i	i	i	11	i	i	i
COc1ccc(C(=O)C2CCCN(Cc3ccc(F)cc3F)C2)cc1F (centres undefined)	1	i	i	i	i	i	i	-2	i	i	i
CC(Cc1ccccc1)NC(N)=O (centres undefined)	-2	i	i	i	i	i	i	-4	i	i	i
CC1=Nc2cc(C(=O)N3CCC4(CC3)OCCO4)ccc2Sc2ccc(Cl)cc21	6	i	i	i	i	i	i	10	i	i	i
CN(C)C(=O)Oc1ccc(-c2cn3cc(Cl)ccc3n2)cc1	6	i	i	i	i	i	i	-2	i	i	i
CCN(CC)c1ccc([N+](=O)[O-])c2cccnc12	-8	i	i	i	i	i	i	-2	i	i	i
CN(C)c1cc(N)c2c(n1)CCC2 (tested in a mixture with another compound)	0	i	i	i	i	-6.4*	i	-12	i	i	i
NC(=S)/N=C/c1c(O)[nH]c(=O)[nH]c1=O	-2	i	i	i	i	i	i	-1	i	i	i
COc1ccc(O)c(C(C)(C)C)c1	0	i	i	i	i	i	i	4	i	i	i
O=C1NC(=O)C(=Cc2ccc(N3CCOCC3)o2)C(=O)N1	-20	i	i	-7.6*	i	i	i	8	i	i	i
COC(=O)C(O)(c1ccc(NC(=O)NC2CCCCC2)cc1)C(F)(F)F (centres undefined)	0	i	i	i	i	i	i	-8	i	i	i
CC(=O)CC(C)(C)n1c[n+](C)nn1	-1	i	i	i	i	i	i	-1	i	i	i
CC(C)c1ccccc1NC1=NCCCS1	-5	i	i	i	i	i	i	-3	i	i	i
O=C(CCc1nnc2ccc(NCc3ccccc3Cl)nn12)N1CCC2(CC1)OCCO2	7	i	i	i	i	i	i	?	i	i	i
Oc1cc2c(cc1O)[C@H]1c3ccccc3CN[C@@H]1CC2	0	i	·	i	i	i	i	0	i	i	i
c1cc2n(c1)-c1c(ccc3c1OCO3)CNC2c1ccc2c(c1)OCO2 (centres undefined)	-4	i	i	i	i	i	i	3	i	i	i
c1ccc2cc(CC3=NCCN3)ccc2c1	6	i	i	i	i	i	i	9	i	i	i
Cc1nn(Cc2ccccc2)c(C)c1C(=O)NCc1ccccc1	1	i	i	i	i	i	i	10	i	i	i
CCOC(=O)c1c(C)n(Cc2ccccc2)c2ccc(OCC(O)Cn3nc(C)cc3C)cc12 (centres undefined)	·	·	i	·	i	·	i	20	·	100*	i
C=CCn1c(O)c(C(C)=NC(C)c2ccccc2)c(=O)[nH]c1=O (centres undefined)	-4	i	i	i	i	i	i	-1	i	i	i
O=C(COc1ccc2c3c(c(=O)oc2c1)CCC3)N1C[C@H]2C[C@@H](C1)c1cccc(=O)n1C2	-1	i	i	i	i	i	i	0	i	i	i
C=CCSc1nc2c(c(-c3ccsc3)c1C#N)CN(C)CC2	17	i	i	i	i	-10*	i	11	i	i	i
CCOC(=O)c1c(NC(=O)C(c2ccccc2)c2ccccc2)sc2c1C1CCN2CC1	22	i	i	i	i	i	i	0	i	i	i
COC(=O)C1=C(c2ccc(S(C)(=O)=O)cc2)C[C@@H]2CC[C@H]1N2C(=O)NCCNC(C)=O	2	i	i	i	i	i	i	-7	i	i	i
CCCNC1=C(C)C(=O)C2=C(C1=O)C(COC(N)=O)[C@]1(OC)C3NC3CN21 (some centres undefined)	109*	i	i	i	i	i	i	-2	i	i	i
Cc1ccc(C2C(=O)NC(=O)NC2=O)cc1	4	i	i	i	i	i	i	3	i	i	i
O=C(COc1ccccc1)N1CCN(CC2CC=CCC2)CC1 (centres undefined)	1	i	i	i	i	i	i	-3	i	i	i

Going on with the list.
SMILES	SKKanGAS inh	TRPC6 activator	TMEM16A act	RGS4 act	MrgX1 PAM	TRPC6 inhibitor	MrgX1 antagonist	HDAC3 inh	RGS4 inh	ANO1 block	MrgX1 ag
Clc1ccc2c(c1)C(c1ccccc1Cl)=NCc1nnc(Br)n1-2	-1	i	i	i	i	i	i	-1	i	i	i
O=c1[nH]c(=S)n(C2CC2)c(O)c1/C=N/Nc1ccccc1	6	i	i	i	i	i	i	·	i	i	i
O=S(=O)(c1ccc(Cl)cc1)N1CCCCC1c1cccnc1 (centres undefined)	9	i	i	i	i	i	i	4	i	i	i
O=C(O)C1CN2CCC1CC2 (centres undefined)	6	i	i	i	i	i	-8*	-9	i	i	i
COc1cc(C(c2c(C)[nH]n(-c3ccccc3)c2=O)c2c(C)[nH]n(-c3ccccc3)c2=O)cc(OC)c1OC	-3	i	i	i	i	i	i	-2	6*	i	i
CCN1CCN(c2ccc(NC(=O)C(C)C)cc2Cl)CC1	-3	i	i	i	i	i	i	2	i	i	i
COC(=O)c1ccc(COc2cc(C)cc3oc(=O)c4c(c23)CCCC4)o1	0	i	i	-11*	i	i	i	-3	i	i	i
N#CC1=C(N)Oc2c(c(=O)oc3ccccc23)C1c1ccc([N+](=O)[O-])o1 (centres undefined)	-1	i	i	i	i	i	i	5	i	i	i
O=C(c1ccc2c(c1)OCO2)C1CCCN(CC2CCCCC2)C1 (centres undefined)	17	i	i	i	i	i	i	1	i	i	i
Cc1cc(NCCN)nc2ccccc12	-4	i	i	i	i	i	i	1	i	i	i
CCCCc1nc2ccccc2c(=O)n1-c1ccccc1[N+](=O)[O-]	0	i	i	i	i	i	i	-9	i	i	i
COc1ccccc1N=Cc1c(O)n(C)c(=O)n(C)c1=O	0	i	i	i	i	i	i	-5	i	i	i
CN1CCN(c2ccc(F)cc2N)CC1	-1	i	i	i	i	i	i	3	i	i	i
CCCCC(=O)N/N=C/c1c(O)n(-c2ccccc2)c(=O)[nH]c1=O	-1	i	i	i	i	i	i	2	i	i	i
CC1=CC(=O)OC2CC3OC4C[C@@H](C)C5OC6CC7O[C@]8(C)C/C=C\C9OC%10CC%11OC(CC(C)CO)CC(O)[C@]%11(C)OC%10CC9OC8C[C@]7(C)O[C@]6(C)CCC5OC4C[C@]3(C)OC12 (some centres undefined)	17	i	i	i	i	i	i	6	i	i	i
C[C@]12C=CC(=O)C=C1CC[C@@H]1C2CC[C@]2(C)OC(=O)CCC12 (some centres undefined)	3	i	i	i	i	i	i	-5	i	i	i
CCN1CCN(C(=O)COc2ccc(S(=O)(=O)Nc3ccc(Cl)cc3)cc2)CC1	1	i	i	i	i	i	i	-6	i	i	i

Screens deposited in PubChem BioAssay by several laboratories.
